Compound activity from PubChem.
GalR3 antag – human GalR3 antagonism. O60755. HEK293 GalR3-CNG cAMP membrane potential fluorescence; galR3 body fused to GalR1 C-terminus. 360,000 compounds, 0.44% hits. inhibition, % at 3 µM;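 active = inhibition above the screen-wide average plus 3 SD, cut at about 13% in these data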;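 note: forskolin and galanin both at EC90 stimulate the cells; cAMP rise reported by CNG channel membrane potential dye signal; 0% = forskolin plus galanin with DMSO and 100% = forskolin alone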
Target sequence (O60755 1-299 limits assumed): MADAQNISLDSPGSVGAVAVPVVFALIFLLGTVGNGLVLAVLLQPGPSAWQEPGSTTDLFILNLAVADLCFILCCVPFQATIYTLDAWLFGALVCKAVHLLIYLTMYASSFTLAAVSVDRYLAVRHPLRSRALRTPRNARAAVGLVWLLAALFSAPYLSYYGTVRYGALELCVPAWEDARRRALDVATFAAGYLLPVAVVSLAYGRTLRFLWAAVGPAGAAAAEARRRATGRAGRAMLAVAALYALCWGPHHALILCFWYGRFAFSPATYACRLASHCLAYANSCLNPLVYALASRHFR
OXTR agonist – human OXTR agonism | P30559 | CHO-OTR cells, Fluo-8 calcium fluorescence; normalized: DMSO 0%, oxytocin 100% | activation, % at 3 µM | 320,000 compounds, 0.32% hits | AID 2435;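 active = activation above the mean of all tested compounds plus 3 SD, cutoff set per screening run, cut at about 20% in these data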;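 note: peak over basal fluorescence ratio from a 100 s FLIPR kinetic read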
V1aR counter – activates human V1a receptor in oxytocin agonist counter-screen; CHO-V1R cells, Fluo-8 calcium fluorescence, agonist mode; 0% DMSO, 100% 3 nM vasopressin; AID 2797; activation, % at 3 µM; P37288; 320,000 compounds, 0.25% hits;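 active = activation above the mean activation of all tested compounds plus 3 SD, per screening run, cut at about 20% in these data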;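 note: signal is peak over basal fluorescence ratio across a 100 second FLIPR read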
Target sequence (P37288 whole entry, looked up): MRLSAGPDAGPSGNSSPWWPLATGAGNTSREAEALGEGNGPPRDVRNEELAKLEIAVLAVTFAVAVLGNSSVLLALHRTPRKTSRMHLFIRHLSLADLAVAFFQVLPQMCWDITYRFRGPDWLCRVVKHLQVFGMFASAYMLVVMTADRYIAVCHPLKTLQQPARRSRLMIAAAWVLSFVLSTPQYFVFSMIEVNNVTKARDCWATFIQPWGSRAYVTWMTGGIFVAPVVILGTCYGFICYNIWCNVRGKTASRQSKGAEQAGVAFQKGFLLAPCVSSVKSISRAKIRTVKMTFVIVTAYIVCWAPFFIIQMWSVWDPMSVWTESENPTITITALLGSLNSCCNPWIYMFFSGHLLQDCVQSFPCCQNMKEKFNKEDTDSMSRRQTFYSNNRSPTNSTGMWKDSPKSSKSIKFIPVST
* hit, by the source's call. Not all compounds are listed; count on the stated rates, not on these rows.

Each structure is followed by: GalR3 antag	OXTR agonist	V1aR counter
CC(C)[C@H](N)c1cn([C@@H](CO)C(=O)N2CCNCC2)nn1
    -2.3	-0.6	-0.1
C[C@@H]1CN([C@H](C)CO)C(=O)Cc2cc(NS(=O)(=O)c3ccc(F)cc3)ccc2O[C@H]1CN(C)Cc1ccc(C(=O)O)cc1
    -2.6	1.1	0.5
O=C1C=C(c2ccc(Oc3ccccc3)cc2)C[C@@H](c2ccc(F)cc2)C1
    -5.6	4.3	2.2
CCc1cc2c(SC(C)C(=O)NC3CCCC3)ncnc2s1 (stereo not drawn)
    -4.0	-1.2	-1.4
O=C(COC(=O)Cc1cccs1)Nc1ccc(OC(F)(F)F)cc1
    -4.6	-2.1	0.4
COC(=O)[C@H](CCSC)NC(=O)Cn1ccc(N)nc1=O
    -2.5	0.5	0.1
COc1cccc(COC(=O)c2sc3nc4n(c(=O)c3c2C)CCC4)c1OC
    -5.2	0.7	0.7
COc1ccc(OC)c(NC(=O)COC(=O)CCC2CCCC2)c1
    -4.4	-2.2	-0.8
O=S(=O)(Nc1c(F)cccc1F)c1ccc(Cl)nc1
    -2.9	-0.4	-0.3
CCOc1ccc(S(=O)(=O)NCc2ccccn2)cc1NC(=O)c1ccccc1
    -2.6	-1.9	-0.5
O=C(NCCS(=O)(=O)N1CCN(c2ccc(F)cc2)CC1)c1ccc2c(c1)OCO2
    -5.5	1.6	4.5
CCCCn1c(N)c(N(CC(C)C)C(=O)c2ccc(S(=O)(=O)N3CCC(C)CC3)cc2)c(=O)[nH]c1=O
    -1.5	-0.2	-0.6
CC1CCCCN1C(=O)COC(=O)c1ccc2ccccc2n1 (stereo not drawn)
    0.7	-0.5	0.0
CN1CCN(C(CNC(=O)C(=O)Nc2ccc3c(c2)OCCO3)c2ccc(F)cc2)CC1 (stereo not drawn)
    -4.7	2.8	1.0
CC(Sc1ccc(Cl)cc1)C(=O)NNC(=O)c1ccco1 (stereo not drawn)
    -5.9	0.2	1.2
Cn1cccc1C(=O)OCC(=O)NCc1ccc2c(c1)OCO2
    -5.1	-0.5	0.7
CCCCn1c(SCC(=O)Nc2cc(C)on2)nc2cc(S(N)(=O)=O)ccc21
    -2.3	0.0	-0.3
O=C(Nc1nccs1)c1nc[nH]c1C(=O)NCc1ccccc1
    -4.3	0.4	0.5
Cc1cccc(C)c1NC(=O)CN(C)C(=O)c1ccc2nc[nH]c2c1
    -1.8	-0.8	1.4
CCC(=O)NC(c1ccco1)c1cc(Cl)c2cccnc2c1OC (stereo not drawn)
    -0.2	-0.6	-0.7
CSc1nc2ccc(NC(=O)c3cccs3)cc2s1
    -4.9	-1.7	-0.1
COC(=O)c1ccccc1C(=O)N(c1ccccc1)c1ccccc1
    -0.9	-2.1	-0.9
O=C(NN=Cc1c(O)ccc2ccccc12)c1ccc2c(c1)OCO2
    -4.0	5.3	2.6
CC1(C2CC2)NC(=O)N(CC(=O)Nc2ccc(SC(F)F)cc2)C1=O (stereo not drawn)
    4.3	0.9	-0.2
COc1ccc(C(=O)NCN2CCN(c3ccccc3)CC2)cc1OC
    -7.8	0.0	0.4
COc1ccc(N=Cc2c(OC)ccc3ccccc23)cc1
    -0.7	-1.6	0.4
O=C(CN1C(=O)NC2(CCCC2)C1=O)Nc1nc(-c2ccc(F)c(F)c2)cs1
    -5.9	1.1	4.0
O=C(Nc1cccc(-c2ccc(N3CCOCC3)nn2)c1)c1ccccc1
    -2.3	-0.2	-0.2
CC(C)NC(=O)[C@]1(C)CCC[C@@]2(C)C3CC[C@@]4(C)C[C@]3(CCC21)CC4=O (stereo partly drawn)
    -6.9	-1.0	-1.0
O=C(CNC(=O)c1cccc(Cl)c1)NCCCSc1ccccc1
    -0.7	-0.2	-0.1
CCOCCN1CCN(C2c3ccccc3CSc3ccccc32)CC1 (stereo not drawn)
    -6.0	-0.4	1.2
COc1ccc(NC(=O)COC(=O)C2CC2)cc1S(=O)(=O)N1CCCCC1
    -2.4	1.0	0.8
CS(=O)(=O)c1cccc(C(=O)OCC(=O)Nc2ccc3c(c2)OCO3)c1
    -6.5	1.5	0.4
CCOC(=O)N(Cc1ccccc1)Cc1ccc(C(=O)N[C@@H](Cc2ccccc2)C(=O)O)cc1
    -1.7	-1.8	-0.5
Cn1cccc1C(=O)OCC(=O)Nc1sccc1C#N
    -5.3	2.0	1.1
Cc1ccc(OCCC(=O)OCC(=O)NC2CCCC(C)C2C)cc1 (stereo not drawn)
    -9.1	-1.8	-1.1
Cc1ccccc1OCC(=O)Nc1nc(-c2ccncc2)cs1
    -4.7	5.0	7.2
CCC(C(=O)OCC(=O)Nc1ccc(F)cc1)c1ccccc1 (stereo not drawn)
    -5.6	-1.8	0.6
Cc1onc(-c2ccccc2Cl)c1C(=O)Nc1cccc(S(=O)(=O)N2CCOCC2)c1
    -7.1	6.1	1.4
CCOC(=O)c1c(NC(=O)CN2C(=O)NC3(CCCCC3C)C2=O)sc(C(=O)N(C)C)c1C (stereo not drawn)
    7.0	0.0	0.5
COc1ccc(Cl)cc1NC(=O)CN(C)C(=O)Cn1c(=O)oc2ccccc21
    -2.4	4.0	1.4
Cc1ccnc(NC(=O)C2CCN(S(=O)(=O)c3ccc(C)c(C)c3)CC2)c1
    -2.6	-2.3	-1.2
CCCN(Cc1nnc(-c2cccs2)o1)C(=O)c1cc(S(=O)(=O)N2CCOCC2)ccc1C
    3.5	0.5	0.4
O=C(CN1C(=O)NC2(CCCC2)C1=O)NNC(=O)c1ccc(F)cc1
    -3.1	0.7	0.9
Cc1noc(C)c1C(=O)N1CCN(c2ccccc2O)CC1
    -0.9	0.7	0.0
COc1ccc2c(c1)[C@H]1[C@H](CO2)[C@H](c2ccccc2)[C@]2(C)C(=O)N[C@H](C)C(=O)N12
    1.5	0.9	0.2
CCn1c(SCC(=O)NC2(C#N)CCCCC2)nc2ccccc2c1=O
    -2.1	-1.0	-0.4
COc1ccc(-c2csc3ncnc(N4CCN(S(=O)(=O)c5ccc(C)cc5)CC4)c23)cc1
    -3.9	-0.8	0.1
O=C(NCC(c1ccco1)N1CCCC1)c1sc2cc(F)ccc2c1Cl (stereo not drawn)
    -4.5	-1.8	-0.7
COCCn1c(SCC(=O)Nc2ccc(OC)c(S(N)(=O)=O)c2)nc2ccccc2c1=O
    -4.2	0.8	-1.0
CCOc1ccc(CCNC(=O)COC(=O)c2ccncc2)cc1OCC
    -4.5	-0.3	-0.8
Cc1ccsc1C(=O)N1CC=C(c2ccccc2)CC1
    -1.6	-0.2	0.1
CN(CC(=O)Nc1ccccc1Cl)C(=O)c1cc(-c2cccs2)nn1-c1ccccc1
    -1.9	-1.1	-0.5
Cc1cc(C)n2nc(C(=O)OCC(=O)c3ccccc3Cl)nc2n1
    -0.9	0.5	-0.2
CCCCNC(=O)c1ccccc1SCC(=O)NC1CCCCCCC1
    -6.0	-2.3	-0.6
COc1ccc(C(C#N)(CC(=O)O)c2cnccn2)cc1OC (stereo not drawn)
    -2.8	-0.5	-0.1
O=C(COC(=O)/C=C/c1cccc([N+](=O)[O-])c1)Nc1ccc(Cl)cn1
    -2.9	0.3	-0.5
C[C@H](NC(=O)c1ncn(C)c1C(=O)N[C@@H](C)c1ccccc1)c1ccccc1
    -10.2	-0.5	0.0
CSc1nc(N)nc2c1ncn2CC(=O)N[C@H](CO)Cc1c[nH]c2ccccc12
    -4.5	1.1	1.0
Cc1cc(C)cc(N(CCC#N)C(=O)COC(=O)C2=COCCO2)c1
    -1.0	1.9	0.9

Remaining list, next part.
Each structure is followed by: GalR3 antag	OXTR agonist	V1aR counter
CCOc1ccc(-n2ccnc(SCC(=O)Nc3cccc(OC)c3)c2=O)cc1
    -0.3	-0.1	0.9
Cc1ccc(SCCC(=O)OC(C)C(=O)Nc2ccccc2)cc1 (stereo not drawn)
    -3.4	-2.2	-0.9
Cc1ccc(S(=O)(=O)N2CCC(C(=O)NCc3ccccc3CN3CCCC3)CC2)cc1C
    -1.0	0.2	1.4
CCOc1ccc(S(=O)(=O)NCCC(=O)Nc2ccncc2)cc1
    -1.8	0.6	0.3
CCCCOc1ccc(S(=O)(=O)N2CCN(C)CC2)cc1
    -3.8	-0.9	0.2
CCCCN(C(=O)CSCC(=O)Nc1cccc(C)c1)c1c(N)n(CCCC)c(=O)[nH]c1=O
    -3.8	-0.3	-1.0
CSc1ccccc1NC(=O)COC(=O)CCC(=O)c1ccc(F)cc1
    10.1	-0.3	-0.7
CC(C)(C)OC(=O)N1CCN(C(=O)c2[nH]cnc2C(=O)Nc2cccc(Cl)c2)CC1
    6.4	0.0	0.5
O=C(COC(=O)Cc1c[nH]c2ccccc12)Nc1cc(S(=O)(=O)N2CCOCC2)ccc1Cl
    -2.2	11.7	3.4
Cc1cccc(C(=O)OCC(=O)Nc2ccc3c(c2)OCCO3)c1O
    -3.1	1.5	1.3
COc1cc(C(=O)NCC2CCCO2)ccc1OCc1ccc(Cl)cc1Cl (stereo not drawn)
    -0.4	-0.8	2.1
CC(Sc1nnc(CN2CCCC2)n1Cc1ccccc1)C(=O)Nc1ccccc1 (stereo not drawn)
    -6.6	0.8	-0.3
CN(C(=O)CSc1ncnc2sccc12)C1CCCCC1
    -5.7	-1.0	-0.4
O=[N+]([O-])c1cccc(S(=O)(=O)N2CN(c3ccc(Br)cc3)c3nc4ccccc4nc32)c1
    -4.4	0.7	0.2
CCOc1ccccc1NC(=O)c1ccccc1N(C)S(=O)(=O)c1ccc(C)cc1
    -7.2	-1.1	0.5

Sorted by molar mass (rising): 4 of the compounds above
Each structure is followed by: GalR3 antag	OXTR agonist	V1aR counter
Cc1ccsc1C(=O)N1CC=C(c2ccccc2)CC1
    -1.6	-0.2	0.1
CCC(C(=O)OCC(=O)Nc1ccc(F)cc1)c1ccccc1 (stereo not drawn)
    -5.6	-1.8	0.6
CC(Sc1ccc(Cl)cc1)C(=O)NNC(=O)c1ccco1 (stereo not drawn)
    -5.9	0.2	1.2
O=C(NCCS(=O)(=O)N1CCN(c2ccc(F)cc2)CC1)c1ccc2c(c1)OCO2
    -5.5	1.6	4.5

Going on with the list:
Each structure is followed by: GalR3 antag	OXTR agonist	V1aR counter
CN(Cc1ccccc1)C(=O)COC(=O)C12CC3CC(CC(Br)(C3)C1)C2
    -5.8	-1.3	1.6
CCN(CC)CCCN=C1N[C@@H](c2cccc(F)c2)C(C(=O)OC)=C(C)N1Cc1ccccc1
    -4.3	3.0	-0.1
C#CCOCCOCCOCCNc1nc(N2CCN(C(=O)[C@H](CCC(=O)O)n3cc([C@@H](N)CCCCN)nn3)CC2)nc(N2CCN(C(=O)[C@H](CCC(=O)O)n3cc([C@@H](N)CCCCN)nn3)CC2)n1
    -4.4	1.7	0.9
Cc1ccc(OCCC(=O)Nc2ccc(S(=O)(=O)Nc3nccs3)cc2)cc1
    -2.4	0.2	5.3
CC1CCN(C(=O)c2nc[nH]c2C(=O)N2CCC(C)CC2)CC1
    8.0	1.5	0.9
COc1cc2c(cc1OC)CN(CCC(C)c1ccc(Cl)cc1)CC2 (stereo not drawn)
    -6.9	1.3	1.7
COc1cc(/C=C/C(=O)OCC(=O)NC(C)c2ccccc2)cc(OC)c1OC (stereo not drawn)
    -2.6	-0.1	1.3
CCN(C(=O)COc1ccc(C(C)=O)cc1)c1cccc2ccccc12
    -5.0	1.0	2.1
CC(C)Cn1c(N)c(C(=O)COC(=O)C2Cc3ccccc3CN2S(C)(=O)=O)c(=O)n(C)c1=O (stereo not drawn)
    -7.7	0.6	3.0
CCN(CC(=O)Nc1c(F)cccc1F)C(=O)c1cccc(-n2cccc2)c1
    -6.4	-1.0	-1.3
Cc1ccc2nc(CSc3nc(C)nc4c3oc3ccccc34)[nH]c2c1
    1.8	-1.9	-0.2
O=C(CSc1nc2[nH]ncc2c(=O)[nH]1)Nc1ccc(Cl)cc1
    -5.4	0.0	-1.6
CC(Sc1nnc(C2CC2)n1C1CC1)C(=O)c1ccc(F)cc1 (stereo not drawn)
    2.8	0.2	-0.2
O=C(COC(=O)/C=C/c1ccc([N+](=O)[O-])cc1)NCC1CCCCC1
    -3.8	4.3	-0.2
CN(C(=O)CN1C(=O)c2cc(Cl)c(Cl)cc2C1=O)C1CCS(=O)(=O)C1 (stereo not drawn)
    -2.7	0.6	0.4
CCCCn1c(N)c(N(CC(C)C)C(=O)c2cccc(S(=O)(=O)N3CCN(C(C)=O)CC3)c2)c(=O)[nH]c1=O
    -3.9	0.5	0.8
CCOc1ccc(Oc2ccc(NS(=O)(=O)c3cc(C(=O)O)ccc3Cl)cc2)cc1
    -5.0	-0.2	0.4
O=C(CCc1ccccc1)Nc1cc2c3c(c1)CC(=O)N3CCC2
    -4.3	0.7	-0.5
